Autophagy mod: modulators of autophagy; 190,000 compounds, 0.98% hits; AID 463193; MEF GFP-LC3 puncta imaging; test concentration mostly 10 µM; calls only at 10 µM (by protocol);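 active = percentage of spot-positive cells more than 3 SD above its plate mean, without a fluorescence outlier flag or 80% toxicity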;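 note: spot-positive cell cutoff set from DMSO-treated cells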
bCat nuc transl: beta-catenin nuclear translocation modulation; HeLa beta-catenin nuclear translocation, immunofluorescence imaging; nuclear translocation activity, % at 5 µM; 190,000 compounds, 0.3% hits; AID 1665;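 active = nuclear translocation activity above 50% at 5 µM, with a well cell count of 50 or more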;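 note: per-cell ratio of nuclear to cytoplasmic median beta-catenin stain intensity; plate controls were DMSO negative control for no effect and GSK-3 inhibitor IX positive control for full effect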
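Test system: human HeLa cell line; Doses: 5 µM primary, 0.02–20 µM confirmation; Incubation: 24 h compound exposure, 37°C; Detection: beta-catenin immunofluorescence imaging with DAPI; Read-out: beta-catenin nuclear/cytoplasmic ratio, % activation.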
Ins promoter up: MIN6 insulin promoter up-regulation. MIN6 insulin promoter-GFP reporter, high-content imaging; active compounds read high. z-score at 5 µM. 190,000 compounds, 0.3% hits. AID 1625;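 active = z-score above 3 at 5 µM with at least 500 cells counted in the well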
Dynein transport: blocks dynein driven cargo transport along microtubules; 3617.4 mouse cells, GR-EGFP nuclear translocation imaging; test concentration mostly 20 µM; stimulated with dexamethasone, 1 µM; active compounds read low; 220,000 compounds, 0.47% hits; z-score, hits read low; AID 1381;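 active = plate z-score of nuclear minus cytoplasmic receptor signal below a set negative limit, without overly bright fluorescence or cell loss, cut at about -3.5 in these data, passing the limit was not always enough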;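 note: z-score of nuclear minus cytoplasmic ring GR-EGFP intensity difference per well; some compounds called inactive have numbers as strong as hits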
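Buffer or medium: tet-free, stripped-serum medium; reagent: dexamethasone at 1.0 µM final, 30 min; incubation: 48 h induction, 1 h compound, 30 min dex at 37 °C; measured by: formaldehyde fixation, Hoechst nuclear stain, 10x automated fluorescence imaging; read-out: nuclear-to-cytoplasmic GR-EGFP distribution per well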
Yfh1-depleted yeast: enhancers of respiration in Yfh1-depleted yeast, dose response, Friedreich's ataxia, plus single-dose screen (AID 1465); S. cerevisiae Yfh1-off respiration, WST-1 reduction, 72 h; higher fold induction means a stronger effect; fold induction at 50 µM, or EC50 in µM where a hit was titrated; 220,000 compounds, 0.074% hits;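 active = fold induction of absorbance versus untreated yeast above a set limit, then at least 30% activation at any dose in follow-up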;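 note: activators that raise dye reduction in frataxin-depleted yeast; strong numbers were not always called active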
MT stabilizer: microtubule stabilization, imaging screen. HeLa tubulin immunostaining HCS, 24 h; share of cells brighter than vehicle mean+2SD. % tubulin-high responders, % at 10 µM. 200,000 compounds, 0.83% hits;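 active = plate Z-score above 3 for both tubulin-high and condensed-nucleus cell shares, with cell loss under 80%, at 10 µM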;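 note: anti alpha tubulin signal scored within the nucleus-defined area of each cell; some results filed as inactive read as strong as hits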
HEK293 NOD2/NF-kB: NOD2 signaling inhibitors, cell-based, luminescence, uHTS, HEK293 (AID 1566). 290,000 compounds, 0.63% hits. HEK293 NOD2/NF-kB luciferase reporter, luminescence; higher % means a stronger effect. inhibition, % at 4 µM; hits with a dose series show EC50 in µM; in the data active = inhibition above about 50%; note: many of its hits are not listed in these tables
NOD1 NF-kB reporter: inhibition of NOD1-driven NF-kB reporter – cell-based, luminescence, uHTS, primary screen (AID 1578). NOD1-driven NF-kB luciferase reporter cells, luminescence; higher % means a stronger effect. 290,000 compounds, 1% hits. inhibition, % at 4 µM, or EC50 in µM where a hit was titrated; in the data active = inhibition mostly above about 36%, no sharp cut-off; inactive = mostly below about 34%;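 note: HEK-293T reporter cells stimulated with the NOD1 agonist gamma-tri-DAP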
M17LAP inhibition: P. falciparum M17LAP inhibitors, primary screen, biochemical, fluorogenic H-Leu-NHMec substrate, 1536-well (AID 1619); inhibition, % at 30 µM; hits with a dose series show IC50 in µM; 220,000 compounds, 0.38% hits; recombinant M17LAP, H-Leu-NHMec fluorogenic kinetic assay; higher % means a stronger effect;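 active = compound inhibiting the enzyme by more than half at any dose during confirmatory dose-response retesting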;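 note: plate controls were full reaction with DMSO carrier for no effect and no enzyme background for full effect; strong numbers were not always called active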
Dynein transport cytoplasmic EGFP: second read-out of Dynein transport, no call of its own (marks repeat the call); z-score; measured here: cytoplasmic GR-EGFP intensity; active compounds read high
Dynein transport nuclear GR-EGFP: second read-out of Dynein transport, no call of its own (marks repeat the call); z-score; measured here: nuclear GR-EGFP intensity;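 lower value marks the stronger effect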
Dynein transport cell count: second read-out of Dynein transport, no call of its own (marks repeat the call); z-score; measured here: cell count per field
Ins promoter up cell count: second read-out of Ins promoter up, no call of its own (marks repeat the call); cell count; measured here: cytotoxicity, nuclei count;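 total cells summed across four imaged fields per well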
bCat nuc transl cell count 5 µM: also measured in bCat nuc transl; calls as there; cell count; measured here: cell count, cytotoxicity flag
MT stabilizer Hoechst-high %: further read-out of MT stabilizer, marked with its call; % Hoechst-high responders; measured here: nuclear condensation Hoechst responders;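 share of cells brighter than vehicle mean plus two SD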
MT stabilizer cytotoxicity %: further read-out of MT stabilizer, marked with its call; toxicity, %; measured here: cytotoxicity by cell density;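 0% = mean cell density of plate MIN control wells and 100% = no cells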
Autophagy mod cell loss 18 h: also measured in Autophagy mod; calls as there; toxicity, %; measured here: cell loss, nuclei count;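 cell loss after 18 h compound exposure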
Numbers without * were called inactive; i = inactive; . = not tested or not shown. The list is partial; rates above refer to the full screens.

SMILES | Autophagy mod | Autophagy mod cell loss 18 h | bCat nuc transl | bCat nuc transl cell count 5 µM | Ins promoter up | Ins promoter up cell count | Dynein transport | Dynein transport cytoplasmic EGFP | Dynein transport nuclear GR-EGFP | Dynein transport cell count | Yfh1-depleted yeast | MT stabilizer | MT stabilizer Hoechst-high % | MT stabilizer cytotoxicity % | HEK293 NOD2/NF-kB | NOD1 NF-kB reporter | M17LAP inhibition
CCc1nc2ccccc2c(=O)n1NC(=O)c1c(O)c2cccc3c2n(c1=O)CCC3 | i | 1 | 0.9 | 1017 | 0.18 | 1674 | -0.3 | -0.13 | -0.25 | 0.23 | i | 3.5 | 2.1 | 8.2 | 7% | 1% | 5%
COc1ccc(NC(=O)c2cc(CC(C)C)on2)cc1OC | i | 11 | 0.0 | 1042 | 2.7 | 1891 | 0.15 | -0.22 | 0.19 | 0.51 | i | 2.1 | 1.8 | 8.2 | -36% | -26% | -4%
CCCC(=O)c1c[nH]c(C(=O)NCc2cccnc2)c1 | i | 6 | -0.2 | 1496 | 0.13 | 1439 | -0.79 | -0.3 | -0.32 | 0.71 | i | 2.1 | 1.3 | 5.5 | 3% | 7% | 3%
CCOC(=O)c1cccc(NC(=O)c2cnc3ccccc3n2)c1 | i | -4 | -0.3 | 1165 | . | . | 0.89 | -0.26 | 0.47 | 0.33 | i | 2.1 | 1.4 | 5.1 | -21% | -39% | -4%
CCCn1nc2cc(C(=O)NCC34CC5CC(CC(C5)C3)C4)ccc2c1OCC | i | 13 | 1.4 | 1324 | 2.7 | 1492 | 0.85 | -0.2 | 0.77 | -0.19 | i | 2.5 | 1.7 | 8.0 | 27% | 23% | 2%
C/C=C/CSc1nc2c(c(=O)[nH]c(=O)n2C)n1C(C)C | i | 1 | 0.9 | 1148 | -0.19 | 1196 | -0.1 | -0.22 | -0.23 | 0.0016 | i | 2.9 | 2.8 | 6.7 | 1% | -4% | 5%
Cc1ccccc1OCC(=O)NNC(=O)c1ccc(-c2ccccc2)cc1 | i | 13 | -1.5 | 972 | 0.48 | 1895 | 0.73 | -0.18 | 0.25 | -1.9 | i | 2.5 | 1.4 | 11 | -7% | -34% | -10%
CCCCn1cnc2cc(C)c(C)cc21 | i | 15 | -5.2 | 1084 | -0.23 | 1382 | 1.5 | -0.28 | 1.5 | -1.5 | i | 7.5 | 1.7 | 5.9 | -13% | -29% | 76%
Brc1ccc(-c2noc(COc3ccc4c(c3)CCC4)n2)o1 | i | -10 | -3.3 | 1158 | -0.89 | 1973 | 1.6 | -0.019 | 1.2 | -0.85 | i | 3.5 | 2.5 | 12 | 8% | -21% | -51%
CCOc1ccccc1Nc1nc2ccccc2n1C(C)C | i | -22 | -4.1 | 1142 | -0.43 | 1468 | -1.1 | -0.19 | -0.37 | 0.93 | i | 3.1 | 1.5 | 4.0 | 15% | -27% | -2%
C=CCn1c(SCC(=O)NCCCC)nc2scc(-c3ccco3)c2c1=O | i | 0 | . | . | . | . | -0.38 | -0.059 | -0.81 | 1.2 | i | 4.1 | 1.7 | 6.3 | 4% | -11% | 18%
CCOC(=O)C(NC(=O)c1ccc(OC)cc1)(N1CCOCC1)C(F)(F)F (stereo not given) | i | -5 | . | . | -0.76 | 1252 | -1.2 | -0.16 | -0.69 | -0.02 | i | 4.2 | 1.4 | 4.5 | 4% | -9% | 2%
Cc1ccc[n+](C(C)C(=O)Nc2ccc(C)c([N+](=O)[O-])c2)c1 (stereo not given) | i | -22 | -1.6 | 1070 | -0.29 | 1382 | 0.12 | -0.14 | -0.23 | 0.96 | i | 3.8 | 2.0 | 7.1 | 8% | -14% | 1%
O/N=C/c1cn(-c2ccccc2)nn1 | i | -2 | 1.5 | 1053 | 0.02 | 1251 | 1.2 | -0.081 | 0.27 | -2.1 | i | 2.2 | 2.2 | 6.0 | 12% | -15% | 7%
COc1cc(NC2CCCCC2O)c2nc(-c3ccc(Cl)cc3)ccc2c1 (stereo not given) | . | . | 1.5 | 1141 | 1.7 | 1051 | -2.5 | 4.2 | -0.44 | 0.66 | i | . | . | . | 36% | 1% | 9%
COc1cccc(/C=N/Nc2snc(SC)c2C#N)c1 | i | 9 | -0.8 | 1373 | 0.09 | 1574 | -0.24 | -0.19 | -0.95 | -0.16 | i | 6.3 | 4.0 | 2.1 | -92% | -20% | 13%
CCCCN(C)C(=O)Cn1cnc2sc(C)cc2c1=O | i | 2 | -0.5 | 867 | 0.6 | 1539 | -0.55 | -0.21 | -0.097 | 0.62 | i | 2.0 | 1.7 | 10 | 12% | -10% | 4%
CCN(CC(=O)Nc1ccccc1OC)CC(=O)Nc1ccccc1C(F)(F)F | i | 4 | 3.7 | 938 | 0.1 | 1342 | 0.45 | -0.23 | 0.15 | 0.19 | i | 18* | 26* | 26* | -14% | -31% | 4%
CC1(C)C(c2ccccn2)=[N+]([O-])C(C)(C)N1O | i | -3 | -0.3 | 1187 | 0.81 | 1239 | 0.42 | -0.19 | 0.4 | -0.2 | i | 4.3 | 2.4 | 4.4 | -5% | -19% | 6%
Cc1ccccc1Cn1nc(C)c(NC(=O)c2noc3c2CCc2ccccc2-3)c1C | . | . | -0.3 | 1105 | -0.56 | 2071 | -1 | -0.25 | -0.54 | 0.54 | i | 7.8 | 1.3 | 4.7 | -1% | -4% | 6%
Nc1c(NCc2ccccc2)c(=O)[nH]c(=O)n1Cc1ccccc1 | i | -1 | 0.9 | 1162 | 0.46 | 807 | -0.048 | -0.29 | -0.091 | 0.3 | i | 1.5 | 1.5 | 4.8 | 8% | -12% | -7%
C/C(=N/NC(=O)C1CCCCC1)c1ccc([N+](=O)[O-])cc1 | i | -7 | 3.1 | 443 | 0.59 | 1351 | -0.48 | -0.24 | -0.46 | 0.9 | i | 2.8 | 2.1 | 6.1 | -1% | -18% | 13%
Fc1ccc(CCNC(=S)Nc2ccc(F)c(Cl)c2)cc1 | i | -2 | 0.1 | 1525 | -0.38 | 1427 | -0.52 | -0.17 | -0.17 | 0.15 | i | 1.8 | 1.3 | 2.8 | 10% | -14% | 9%
O=C(Nc1cccnc1)c1ccccc1O | i | 1 | 2.2 | 1045 | 0.9 | 844 | -0.27 | 0.053 | 0.084 | -0.049 | i | 1.8 | 1.7 | 8.9 | -3% | -10% | 8%
O=C(N=Nc1c(O)[nH]c2ccccc12)c1cc(NS(=O)(=O)c2cccs2)cc(NS(=O)(=O)c2cccs2)c1 | i | -2 | 5.4 | 1058 | 0.53 | 1230 | -0.37 | -0.32 | 0.2 | 0.78 | i | 5.8 | 3.6 | 6.1 | -4% | -40% | 2%

New compounds follow.
SMILES | Autophagy mod | Autophagy mod cell loss 18 h | bCat nuc transl | bCat nuc transl cell count 5 µM | Ins promoter up | Ins promoter up cell count | Dynein transport | Dynein transport cytoplasmic EGFP | Dynein transport nuclear GR-EGFP | Dynein transport cell count | Yfh1-depleted yeast | MT stabilizer | MT stabilizer Hoechst-high % | MT stabilizer cytotoxicity % | HEK293 NOD2/NF-kB | NOD1 NF-kB reporter | M17LAP inhibition
CN(CC(=O)N1CCN(c2ccccn2)CC1)S(=O)(=O)c1ccc(Br)cc1 | i | -12 | -0.7 | 1171 | 0.3 | 1331 | -0.66 | -0.23 | -0.014 | -0.11 | i | 2.8 | 2.0 | 6.0 | -33% | -14% | -3%
CCN1C(=O)/C(=C2\SC(=S)N(NC(=O)c3ccccc3O)C2=O)c2ccccc21 | . | . | -1.3 | 1402 | . | . | -0.053 | -0.24 | -0.0061 | -1.1 | i | . | . | . | 15% | -3% | 16%
O=S(=O)(Nc1ccc(-c2nnc(SCc3ccc(Cl)cc3)o2)cc1)c1ccccc1 | i | 13 | -2.3 | 1129 | 0.36 | 1444 | 1 | -0.15 | 1.1 | -2.2 | i | 4.2 | 1.5 | 1.6 | 13% | 14% | 6%
Cc1cc(C)n2nc(C(=O)NCc3ccccc3)cc2n1 | i | 18 | -0.5 | 767 | 0.93 | 1042 | -1.3 | -0.46 | -0.79 | 1.2 | i | 4.0 | 3.1 | 11 | 18% | -10% | -16%
Nc1c(C(=O)O)cnc2nc(N3CCOCC3)nn12 | i | -10 | -0.8 | 1078 | 0.7 | 1342 | 0.29 | -0.21 | 0.22 | 0.55 | i | 3.5 | 2.6 | 1.5 | -4% | -37% | -4%
Cc1cccc(C(=O)Oc2ccc(/C=N/NC(=O)c3ccccc3O)cc2)c1 | i | 0 | -0.2 | 1098 | . | . | -0.21 | -0.026 | -0.067 | 0.49 | i | 2.7 | 2.3 | 0.1 | -33% | -28% | 2%
CC(=O)N(C)c1ccc(NC(=O)c2ccccc2C(=O)O)cc1 | i | 1 | -5.2 | 1058 | 1.9 | 942 | -0.45 | -0.2 | -0.26 | 0.39 | i | 2.7 | 2.6 | 6.5 | 4% | 11% | -8%
CC(OC(=O)c1cc(Cl)ccc1[N+](=O)[O-])C(=O)NC(C)c1ccc(F)cc1 (stereo not given) | i | 5 | 8.2 | 921 | -0.75 | 1285 | -0.22 | -0.29 | -0.33 | -0.041 | i | 2.1 | 2.3 | 1.8 | 10% | 3% | -2%
CC(C)Cc1nnc(NC(=O)CCC(=O)Nc2ccc(F)cc2)s1 | i | 1 | . | . | 0.35 | 964 | -0.89 | -0.076 | -0.31 | 0.99 | i | 1.3 | 1.5 | 4.4 | 0% | -11% | 2%

Screening results: PubChem, several laboratories
